DYRK1A inh: rat Dyrk1A kinase inhibitors, primary screen, biochemical, single point, plate reader | Dual specificity tyrosine-phosphorylation-regulated kinase 1A (Rattus norvegicus), Q63470 | AID 504441, 2011 | 0.43% of 310,000 active | ADP-Glo luminescence, NFATc1 peptide | inhibition, % at 12.5 µM; in the data active means inhibition above about 50%;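 further: plate controls were vehicle with enzyme for no effect and no enzyme for full effect; many of its hits are not listed in these tables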
HDAC3 inh: HDAC3 deacetylase inhibitors, primary screen, biochemical, fluorescence, cell-free homogeneous; AID 2718, 2010; 0.15% of 320,000 active; recombinant HDAC3, fluorogenic peptide/trypsin coupled; Histone deacetylase 3 (Homo sapiens), O15379; inhibition, % at 8.3 µM; in the data active means inhibition above about 26%, passing the limit was not always enough
Target sequence (O15379 whole entry, looked up): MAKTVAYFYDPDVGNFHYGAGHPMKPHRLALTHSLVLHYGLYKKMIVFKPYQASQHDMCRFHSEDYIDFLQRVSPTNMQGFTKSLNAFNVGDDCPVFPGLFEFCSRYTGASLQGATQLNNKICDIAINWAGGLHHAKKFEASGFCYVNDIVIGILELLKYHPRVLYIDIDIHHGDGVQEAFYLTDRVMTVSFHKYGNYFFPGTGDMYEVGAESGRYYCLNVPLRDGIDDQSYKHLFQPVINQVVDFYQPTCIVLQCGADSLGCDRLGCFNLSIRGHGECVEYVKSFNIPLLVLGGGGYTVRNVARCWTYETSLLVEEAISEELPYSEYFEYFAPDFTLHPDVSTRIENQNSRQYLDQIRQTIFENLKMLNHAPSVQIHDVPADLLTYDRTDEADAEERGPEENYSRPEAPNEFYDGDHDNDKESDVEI
TRPC4 agonist: activators of mouse TRPC4 channel, primary screen, Fluo4 calcium, HEK293 TRPC4beta/mu-opioid cells; Short transient receptor potential channel 4 (Mus musculus), Q9QUQ5; Fluo4 calcium fluorescence; hits give high values; B-score at 10 µM; 0.49% of 310,000 active;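 active means B-score above 5 SD of library B-scores, and initial fluorescence ratio not above library mean plus 5 SD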;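 further: positive B-score marks a calcium rise read as TRPC4 activation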
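System: HEK293 cells stably co-expressing mouse TRPC4beta and mu-opioid receptor; Schedule: Fluo4 dye loading 45 min at room temperature, 110 s recording; Detection: Fluo4 fluorescence, kinetic; Evaluation: B-scored integrated calcium fluorescence ratio; Controls: buffer (low) and maximal DAMGO (high).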
ANO1 activ: TMEM16A chloride channel activators or potentiators, primary screen, cell-based, HTS; Anoctamin-1 (Mus musculus), Q8BHY3; HEK293 TMEM16A/YFP-H148Q/I152L, iodide quench fluorescence; hits give low values; B-score at 10 µM; 0.3% of 340,000 active; AID 623877, 2012;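 active means fluorescence-ratio B-score plate-corrected deviation score at least 3 library SD below zero, with starting fluorescence score within 5 deviations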;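 further: channel opened by trigger with iodide after compound preincubation; score built on the fluorescence ratio of max minus min over baseline; more negative score means more quench and so TMEM16A activation or potentiation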
KCNQ1 block: inhibitors of human KCNQ1 channel, primary screen, cell-based, thallium flux, high-throughput. Potassium voltage-gated channel subfamily KQT member 1 (Homo sapiens), P51787. CHO-K1 KCNQ1, FluxOR thallium flux fluorescence; hits give high values. B-score at 10 µM. 1.3% of 310,000 active. AID 2642, 2010;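 active means compounds whose thallium flux B-score, printed positive for inhibition, exceeds three library SD while starting fluorescence stays within three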;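 further: channel opened by potassium depolarization with thallium stimulus after 20 min compound exposure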
KCNQ1 act: potentiators or activators of KCNQ1 channel, primary screen, cell-based, thallium flux, high-throughput; CHO-K1 KCNQ1, thallium flux FluxOR fluorescence; hits give high values; B-score at 10 µM; 0.35% of 310,000 active; AID 2648, 2010;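 active means fluorescence ratio B-score, a plate-corrected score, at least three library SD, with initial intensity B-score within 5 SD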
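Assay system: stable KCNQ1 CHO-K1 line; medium: assay buffer, equal DMSO in all wells; timing: 90 min dye loading and 20 min compound exposure, both at room temperature; technique: kinetic FluxOR thallium fluorescence, 10-s 1-Hz baseline, 110-s post-stimulus read; read-out basis: B score of baseline-normalized fluorescence ratio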
KCNK3 block: human KCNK3 channel inhibitors, primary screen, CHO cells, FluxOR thallium flux, B-score. Potassium channel subfamily K member 3 (Homo sapiens), O14649. FluxOR fluorescence; hits give low values. B-score at 10 µM. 0.84% of 340,000 active. AID 602410, 2012;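 active means B-score under library mean minus 4 SD, starting fluorescence ratio at most library mean plus 5 SD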;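 further: more negative B-score means stronger inhibition of thallium flux through KCNK3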
ANO1 block: TMEM16A chloride channel inhibitors, primary screen, cell-based, HTS. Anoctamin-1 (Mus musculus), Q8BHY3. AID 588511, 2011. 1.2% of 310,000 active. HEK293 TMEM16A/YFP iodide influx fluorescence, ionomycin. normalized B-score (activity score, 25-100; higher = stronger inhibition) at 10 µM;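 active means ratio plate-corrected score three or more library SD toward inhibition, starting fluorescence score within five deviations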;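 further: score derived from kinetic fluorescence span divided by baseline fluorescence per well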
TRPC4 PAM: positive allosteric modulators of TRPC4, primary screen, cell-based, mouse TRPC4beta, HEK293 mu-opioid, Fluo-4 calcium | Short transient receptor potential channel 4 (Mus musculus), Q9QUQ5 | DAMGO EC20, Fluo-4 Ca2+ flux; hits give high values | B-score at 10 µM | 0.42% of 310,000 active | AID 2227, 2009;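 active means B-score of calcium response area above 5 SD of library B-scores, with initial fluorescence ratio within 5 SD of library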;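 further: B-score of integrated fluorescence ratio over time as area under calcium response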
KCNK9 inh: KCNK9 potassium channel inhibitors, primary screen, HEK293 cells, thallium flux. Potassium channel subfamily K member 9 (Homo sapiens), Q9NPC2. FluxOR thallium flux fluorescence; hits give low values. B-score at 10 µM. 1.2% of 310,000 active. AID 488922, 2010;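 active means ratio B-score over 3 SD below the library mean, with starting fluorescence within 5 SD of its mean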;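 further: negative B-score means less thallium flux so channel inhibition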
Target sequence (Q9NPC2 whole entry, looked up): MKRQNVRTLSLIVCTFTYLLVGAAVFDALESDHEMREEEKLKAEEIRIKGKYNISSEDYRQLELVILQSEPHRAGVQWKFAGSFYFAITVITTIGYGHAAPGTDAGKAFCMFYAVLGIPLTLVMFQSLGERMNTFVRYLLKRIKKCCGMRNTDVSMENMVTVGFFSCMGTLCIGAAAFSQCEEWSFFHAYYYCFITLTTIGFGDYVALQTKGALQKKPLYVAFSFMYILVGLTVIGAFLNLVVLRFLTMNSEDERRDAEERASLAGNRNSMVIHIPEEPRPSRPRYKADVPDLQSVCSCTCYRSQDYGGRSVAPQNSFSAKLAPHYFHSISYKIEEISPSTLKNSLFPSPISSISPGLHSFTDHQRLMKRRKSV
hERG rescue: hERG rescue from dofetilide block, primary screen, cell-based, CHO-hERG, FluxOR thallium flux, dofetilide IC70; Voltage-gated inwardly rectifying potassium channel KCNH2 (Homo sapiens), Q12809; dofetilide IC70 present; activation (rescue from dofetilide block), less the hit threshold, % at 10 µM; 0.51% of 310,000 active; AID 1511, 2009;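 active means activation above the mean of controls blocked by dofetilide plus 5 SD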;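 further: thallium influx through hERG after potassium depolarization seen as dye fluorescence rise; in these data hits start at about 4.7%; inactives centre near -7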
The depositor's hits bear a star; i = inactive; · = not tested or not shown. Only part of the results is shown (hit frequency here may not be typical).

SMILES	DYRK1A inh	HDAC3 inh	TRPC4 agonist	ANO1 activ	KCNQ1 block	KCNQ1 act	KCNK3 block	ANO1 block	TRPC4 PAM	KCNK9 inh	hERG rescue
COc1ccc(CCNC(=O)C(=O)NCc2ccc(Cl)cc2)cc1OC	-3	-4	i	i	i	i	i	i	i	i	-2
CC(C)c1c(C(=O)N/N=C/c2cccc3ccccc23)nnn1-c1nonc1N	-1	-2	i	i	i	i	i	i	i	i	-7
CCC(C)Sc1ccc([C@H]2N[C@@](CC(C)C)(C(=O)OC)[C@H]3C(=O)N(C)C(=O)[C@@H]23)cc1 (some centres undefined)	-13	18	i	i	i	i	i	i	i	i	-17
CCOc1ccc(C(=O)N/N=C(\c2ccccc2)c2ccccn2)cc1	-5	1	i	i	i	i	i	i	i	i	-6
Cc1ccn2c(CNCCn3nc(C)cc3C)c(C(=O)N3CCCCCC3)nc2c1	·	-2	i	i	i	i	i	i	i	i	-22
O=C(O)CSc1ncnc2sc(-c3ccccc3)cc12	25	6	i	i	i	i	i	i	i	i	-6
COc1ccc(Cn2nnnc2CN2CCCCCC2)cc1	-3	4	i	i	i	i	i	i	i	i	-9
Cn1c(CSc2nc3ccccc3s2)nnc1SCC(=O)NCc1cccnc1	0	5	i	i	i	i	i	i	i	i	-9
O=C(O)CC1SC(=Nc2ccc(O)cc2)NC1=O (centres undefined)	-2	-2	i	i	i	i	i	i	i	i	-5
FC(F)(F)c1ccc(CN2C[C@@H]3C(c4ccccc4)C4(c5ccccc5)CC3(C4)[C@H]2c2ccccc2)cc1 (some centres undefined)	·	·	i	·	i	i	·	·	i	i	-6
C=CCN1C(=O)c2ccccc2Sc2ccc(C(=O)NC(C)C)cc21	0	-3	i	i	i	i	i	i	i	i	-3
Cc1ccc(Cl)cc1NC(=O)CSC(N)=O	-5	10	i	i	i	i	i	i	i	i	-5
O=C(COC(=O)c1ccccc1C(=O)c1ccccc1)Nc1cccc([N+](=O)[O-])c1	3	·	i	i	i	i	i	i	i	i	-13
CCn1c(C(C)NC(C)=O)nc2ccccc21 (centres undefined)	-2	3	i	i	i	i	i	i	i	i	-6
O=c1[nH]c(C2CCN(S(=O)(=O)c3ccccc3)CC2)nc2c1nnn2Cc1c(F)cccc1Cl	0	-5	i	i	i	i	i	i	i	i	-9
O=C(Nc1ccc(OC(=O)c2ccncc2)cc1)c1ccncc1	1	-3	i	i	i	i	i	i	i	i	-5
CCc1nnc(NC(=O)CSc2nnnn2C)s1	2	-7	i	i	i	i	i	i	i	i	-11
CCOC(=O)c1cc2c(=O)n3ccccc3nc2n(CCCOC)c1=NC(=O)c1cccnc1	·	-60	i	·	i	i	·	i	i	i	-16
CN(CC(=O)Nc1cccc(F)c1)C(=O)CCCn1c(=O)oc2ccccc21	13	1	i	i	i	i	i	i	i	i	-5
COc1ccc(-c2cn3cccnc3n2)cc1NC(=O)C(C)Oc1ccccc1 (centres undefined)	4	-55	i	i	i	i	i	i	i	i	-13
O=C(CSc1nnc(CNC(=O)c2cccs2)o1)NC1CCCCC1	0	-4	i	i	i	i	i	i	i	i	-5
CC(C)(C)c1ccc(OCC(=O)N(Cc2cccs2)C2CCS(=O)(=O)C2)cc1 (centres undefined)	1	4	i	i	i	i	i	i	i	i	-10
O=C(NC1CCCCCC1)c1cc(=O)[nH]c2ccc(S(=O)(=O)N3CCOCC3)cc12	-4	4	i	i	i	i	i	i	i	i	-9
COc1ccc(-n2c(SCC(=O)Nc3ccc([N+](=O)[O-])cc3OC)nc3ccccc32)cc1	7	·	i	i	i	i	i	i	i	i	-10
CCOCCc1nnc(NC(=O)Cc2ccccc2)s1	5	4	i	i	i	i	i	i	i	i	-3
CC(C)NS(=O)(=O)c1ccc(NC(=O)CCc2ccccc2)cc1	5	-5	i	i	i	i	i	i	i	i	-12
Cc1cccc(NC(=S)N2CCCN(c3ncccc3[N+](=O)[O-])CC2)c1	6	5	i	i	i	i	i	i	i	i	-12
COc1ccc(/C=N/NC(=O)c2ccc(Cl)c(S(N)(=O)=O)c2)cc1OCC(N)=O	-6	3	i	i	i	i	i	i	i	i	-11
O=C(c1ccco1)N1CCN(S(=O)(=O)c2cccs2)CC1	-5	3	i	i	i	i	i	i	i	i	0
CNC(=O)NC(=O)COc1ccc2oc3c(c2c1)CCCC3	1	5	i	i	i	i	i	i	i	i	-9
CCOc1ccc(CCNC(=O)COC(=O)c2cccc(S(=O)(=O)N3CCCCC3)c2)cc1OCC	0	-3	i	i	i	i	i	i	i	-7.9*	-18
O=C(Nc1ccccc1N1CCOCC1)c1ccc2ccccc2n1	36	-3	i	i	i	i	i	i	i	i	-10
Fc1ccc(-c2nnc3ccc(N4CCc5ccccc5C4)nn23)cc1	22	16	i	i	i	i	i	i	i	i	-10
COc1ccccc1CNC(=O)c1cc2ccccc2oc1=O	-3	3	i	i	i	i	i	i	i	i	-4
Cc1ccc(OCC(=O)Nc2ccc(-c3nnc(-c4ccco4)o3)cc2)cc1	0	-1	i	i	i	i	i	i	i	i	-3
NNC(=O)c1nnn(-c2nonc2N)c1CN1CCc2ccccc2C1	6	0	i	i	i	i	i	i	i	i	-5
C=CCNC(=O)CC(=O)N/N=C/c1ccc(C(=O)OC)cc1	3	-1	i	i	i	i	i	i	i	i	-2
Cc1c(C(=O)N/N=C/c2ccc(-c3ccccc3[N+](=O)[O-])o2)sc(N)c1C#N	3	-4	i	i	i	i	i	i	i	i	-22
CCN(CC)c1ccc(NC(=O)c2ccc(NC(=O)C3CCCO3)cc2)c(C)c1 (centres undefined)	-3	6	·	i	·	·	i	i	·	·	·
CCCCNC(=O)C1CCCN1C(=O)Nc1ccccc1 (centres undefined)	-2	3	i	i	i	i	i	i	i	i	-11
O=C(Nc1ccccc1N1CCCC1)c1ccc(F)c(S(=O)(=O)N2CCOCC2)c1	9	-3	i	i	i	i	i	i	i	i	-16
CCOC(=O)c1ccc(CNC(=O)C(Cc2c[nH]c3ccccc23)NC(C)=O)o1 (centres undefined)	1	-2	i	i	i	i	i	i	i	i	-10
Cc1cccc(-c2sc(Nc3ccccc3)n[n+]2-c2ccccc2)c1	-3	7	·	i	·	·	i	i	·	·	·
Cc1cc(C)cc(NC(=S)N(Cc2cccc(Br)c2)CC2CCC(C(=O)O)CC2)c1 (centres undefined)	4	6	i	i	i	i	i	i	i	i	-25
CCOC(=O)c1c(C)[nH]c2ccc(O)cc12	13	6	i	i	i	i	i	i	i	i	-8
CCOC(=O)c1c(NC(=O)Nc2ccc(F)cc2)sc2c1CCN(C)C2	·	8	i	i	i	i	i	i	i	i	-10
CC(C)(C)OC(=O)N[C@@H](Cc1ccccc1)C(=O)N[C@@H](CO)[C@H](O)[C@@H]1C[C@@H]1C(=O)NC1CC1	-2	-1	i	i	i	i	i	i	i	i	-5
O=C(NCc1ccco1)C(c1ccc(F)cc1)N(Cc1cccnc1)C(=O)Cn1nnc2ccccc21 (centres undefined)	-1	4	i	i	i	i	i	i	i	i	-4
Cc1ccc(-n2nc3c(=O)n(CC(=O)c4ccc(F)cc4)nc(C)c3c2C)cc1	2	2	i	i	i	i	i	i	i	i	-3
COc1ccc(-n2c(=O)c3ccccc3n(Cc3ccc(F)cc3)c2=O)cc1OC	3	2	i	i	i	i	i	i	i	i	-11
(continued)
SMILES	DYRK1A inh	HDAC3 inh	TRPC4 agonist	ANO1 activ	KCNQ1 block	KCNQ1 act	KCNK3 block	ANO1 block	TRPC4 PAM	KCNK9 inh	hERG rescue
CCOC(=O)N1CCN(C(=O)C2CCN(S(=O)(=O)c3ccc(OCC)cc3)CC2)CC1	4	-4	i	i	i	i	i	i	i	i	1
Cc1ccc(-n2c(Cc3cccn3C)nnc2SCC(=O)NC2CCCCC2)cc1	5	3	i	i	i	i	i	i	i	i	-17
COc1ccc(/C(O)=C2/C(=O)C(=O)N(c3ncccn3)C2c2ccc(C(C)(C)C)cc2)cc1 (centres undefined)	·	0	i	·	i	i	·	i	i	i	-14
COc1ccc(N2CCN(C(=O)C3CC(O)CN3S(=O)(=O)c3ccc([N+](=O)[O-])cc3)CC2)cc1 (centres undefined)	-2	-14	i	i	i	i	i	i	i	i	-3
Cc1ccc(C)c(OCCC(=O)OCC(=O)Nc2ccc(C)c(S(=O)(=O)N3CCCCC3)c2)c1	-10	17	i	i	i	i	i	25*	i	-11*	-9
CC(C)(C)c1ccc(C(=O)NNC(=S)NCC2CCCO2)cc1 (centres undefined)	·	-19	i	i	i	i	i	i	i	i	-6
COc1ccc(NC(=O)c2nc[nH]c2C(=O)N[C@H](C)c2ccccc2)cc1	7	-14	i	i	i	i	i	i	i	i	1
O=C(O)C1C2C=CC(C2)C1C(=O)NCc1ccoc1 (centres undefined)	-4	0	i	i	i	i	i	i	i	i	-8
COc1ccc(NC(=O)c2oc3ccccc3c2NC(=O)C2CC2)cc1OC	·	2	i	i	i	i	i	i	i	i	-21
COC(=O)COc1cccc2c(=O)n(CC(=O)N3CCCc4ccccc43)ccc12	4	3	i	i	i	i	i	i	i	i	-11
Clc1ccc(-c2nnc(CSc3nnc(-c4cccs4)n3Cc3ccccc3)o2)cc1	-7	0	i	i	8*	i	-8.8*	25*	i	i	-21
Cc1ccc(C2(c3noc(CN(C)Cc4cccnc4)n3)CCCC2)cc1	4	9	i	i	i	i	i	i	i	i	-13
CCOc1ccc(N(CC(=O)NC2CCCCC2)C(=O)CNC(=O)c2cccs2)cc1	1	0	i	i	i	i	i	i	i	i	-7

From PubChem
